# TDP-43 yeast inh: rescues yeast growth from TDP-43 toxicity; 1.8% of 410,000 active; TDP-43 expressing yeast growth rescue, BacTiter-Glo, 24 h; AID 652104; Potency, µM (titrated, usually from 46.1 µM), without a hit: at the highest dose growth rescue (activation), actives largely listed as activators; note: potency is the fitted concentration of half-maximal effect; % of control where 0% means no effect; nearly all actives have a fitted effect of over 50% in size
#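 Yeast cells expressing TDP-43 under galactose induction are exposed to compounds for 24 hr at 30 deg C. BacTiter-Glo luminescence measures growth, so protective compounds score as activators.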
# EPAC2 antag: antagonists of human EPAC2; 0.18% of 360,000 active; Q8WZA2; Potency, µM (doses to about 114 µM), for the others: at the top dose activity, negative = inhibition, hits mostly inhibitors; AID 720708; EPAC2 GEF exchange of Rap1B-BODIPY-GDP, fluorescence; note: potency is the fitted concentration of half-maximal effect; % is set by controls: 0 for no effect and ±100 for the full control effect; nearly all actives have a fitted effect of over 45% in size; many of its hits are not listed in these tables
# EPAC2 ag: agonists of human EPAC2 (RAPGEF4) | Q8WZA2 | EPAC2 activation, biochemical qHTS; response scale: 100% = 6.5 mM cAMP response | Potency, µM (series often up to 154 µM), for inactives: at the top dose activation, hits mostly activators | 0.079% of 360,000 active | AID 720711; note: potency is the fitted concentration of half-maximal effect; nearly all actives have a fitted effect of over 50% in size
#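 Readout is BODIPY fluorescence (480 nm excitation, 540 nm emission), which falls as labeled GDP is exchanged off Rap1B. EPAC2 at 100 nM acted on 250 nM RAP1B-BODIPY-GDP with 50 uM GDP present.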
# Abeta yeast res: restores growth of yeast expressing A-beta42 peptide; yeast expressing A-beta42, growth rescue, OD600, 48 h; response scale: 0% DMSO, 100% iron-clioquinol control; Potency, µM (top dose mostly 46.1 µM), for the others: top-dose growth rescue, usual class: activators; 0.063% of 410,000 active; AID 1347071; note: potency is the fitted concentration of half-maximal effect; nearly all actives have a fitted effect of over 55% in size
#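 Growth rescue measured by 600 nm absorbance after 48 h yeast culture at 30 C with compound. Values normalized between DMSO and an equimolar ferric chloride plus clioquinol control.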
# D3 antag: blocks the human D3 dopamine receptor. P35462. D3R cells, DiscoveRx beta-arrestin luminescence, antagonist mode; hits give low values. max response, negative = inhibition, %. 2.5% of 360,000 active; in the data active = max response below about -50%; inconclusive = no clear call, values can overlap the other calls; note: % is set by controls: 0 for no effect and ±100 for the full control effect; mostly tested at two doses, the higher about 12 µM
# Target sequence (P35462 whole entry, looked up): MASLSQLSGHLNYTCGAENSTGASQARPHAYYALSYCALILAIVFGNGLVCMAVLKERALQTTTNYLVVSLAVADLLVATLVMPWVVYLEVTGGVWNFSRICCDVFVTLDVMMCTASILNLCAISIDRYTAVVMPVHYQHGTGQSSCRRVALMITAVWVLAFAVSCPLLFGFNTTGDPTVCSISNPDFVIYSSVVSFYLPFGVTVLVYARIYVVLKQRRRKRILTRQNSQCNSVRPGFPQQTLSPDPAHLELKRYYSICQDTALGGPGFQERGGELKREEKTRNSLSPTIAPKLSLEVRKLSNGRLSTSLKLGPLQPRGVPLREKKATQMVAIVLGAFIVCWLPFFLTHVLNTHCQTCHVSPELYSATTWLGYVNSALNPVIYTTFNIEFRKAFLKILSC
#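 Cells expressing the human receptor were seeded at 1500 cells/well, incubated overnight at 37 degrees C in 5% CO2, then exposed to library compounds with dopamine controls for 90 minutes at 37 degrees C before luminescent detection.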
# FUS yeast rescue: suppressors of FUS proteinopathy in yeast; S. cerevisiae FUS-expressing, growth rescue, OD600, 24 h; Potency, µM (highest dose often 76.6 µM), inactives show at the highest dose growth rescue (activation), usual class: activators; 0.24% of 390,000 active;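 note: potency is the fitted concentration of half-maximal effect; plate controls were DMSO vehicle for no effect and reference control for full effect; nearly all actives have a fitted effect of over 55% in size; some results filed as inactive show a strong effect at the top dose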
#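 Yeast expressing FUS under galactose induction, OD 0.005 in 2% galactose medium; compounds in a dilution series, 24 h at 30C. Growth rescue by absorbance at 600 nm; CP55940 positive control, DMSO negative.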
# D3 ag: D3 dopamine receptor (human) agonism. P35462. D3R DiscoveRx beta-arrestin cells, luminescence, 90 min. max activation, %. 0.58% of 410,000 active; in the data active = max activation above about 30%; note: 0% is about no effect; mostly tested at two doses, the higher about 12 µM
#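 Cells at 1500/well, incubated overnight, then treated with pinned compounds (dopamine as control) for 90 min at 37 degrees C. DiscoveRx reagent added for 30 - 60 minutes at room temperature; luminescence read.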
# aSyn yeast inh: alpha-synuclein toxicity inhibition in yeast. Yeast expressing alpha-synuclein, growth rescue, BacTiter-Glo, 24 h. Potency, µM (titrated, usually from 46.1 µM), for the others: at the highest dose growth rescue (activation), usual class: activators. 0.14% of 370,000 active; note: potency is the fitted concentration of half-maximal effect; % of control where 0% means no effect; nearly all actives have a fitted effect of over 65% in size
#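 Galactose-induced alpha-syn yeast (OD600=0.02, raffinose-pregrown) + pinned cpd, 24 hr, 30 deg C; growth by BacTiter-Glo luminescence. Growth restoration scores as activation.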
# Numbers without * were called inactive; ? = inconclusive; · = no result given; & = joins results of further samples; [ ] = another dose, or the depositor's remark. Unless noted, calls come from the whole dose curve; as a rule, active = well fitted curve in the direction sought with a large enough effect; inconclusive = small, poorly fitted or top-dose-only effect, or another doubt; inactive = no such curve, though single readings can be large; an effect the other way counts as inactive or inconclusive. This is a subset. The share of hits here may be higher or lower than overall.
SMILES,TDP-43 yeast inh,EPAC2 antag,EPAC2 ag,Abeta yeast res,D3 antag,FUS yeast rescue,D3 ag,aSyn yeast inh
OC(CSc1ccccc1Cl)CN1CCN(c2ccccc2F)CC1 (stereo unspecified),-18%,-9%,3%,?,-67*,5%,1,3%
COc1ccccc1N1CCN(C2CCCN(C(=O)CCN3CCCCO3)C2)CC1 (stereo unspecified),1%,-2%,4%,-3%,-17,0%,-16,4%
COc1ccc(CCN(C)C2CCCN(S(=O)(=O)c3ccccc3F)C2)cc1OC (stereo unspecified),9%,-1%,12%,3%,0,13%,-6,-8%
COc1ccc(C(C)=O)cc1CSc1nc2cc(C(=O)O)ccc2c(=O)n1Cc1ccccc1,-2%,-12%,1%,8%,-13,·,3,9%
CCOC(=O)C1CCN(C(=O)CCS(=O)(=O)Cc2ccccc2)CC1,22%,6%,10%,8%,1,?,5,-2%
CC(C)CC(=O)Nc1nnc(SCC(=O)Nc2ccc(F)cc2)s1,-19%[0.397 µM],11%,5%,0%,-1,13%,10,1%
O=C(CSc1nnc(CNC(=O)c2ccco2)o1)NC1CCCC1,-4%,-8%,0%,9%,10,0%,2,3%
CC(=O)N1CCc2cc(S(=O)(=O)Nc3ccc(C)cc3)ccc21,9%,1%,-6%,2%,16,31%,5,11%
Cc1cccc(Cn2c(=O)n(Cc3ccccc3)c(=O)c3oc4ccccc4c32)c1,17%,·,·,1%,·,-12%,-9,·
CSc1nnc(-c2ccc(S(=O)(=O)N3CCCC3)cc2)n1C,-20%,12%,6%,-11%,-16,28%,0,-1%
Clc1ccc(-n2nnnc2SCc2c(-c3ccccc3)nc3sccn23)cc1,21%,-2%,3%,-3%,-1,-1%,-1,-8%
COc1cc(-c2nc(CN3CCCN(C(=O)c4ccco4)CC3)c(C)o2)ccc1F,-18%[9.22 µM],-1%,-8%,-11%,-16,38%,-12,-2%
CCC1CCCCN1Cc1cn2c(-c3ccc(Br)cc3)nnc2s1 (stereo unspecified),7%,·,·,-9%,·,-4%,-3,2%
COC(/C=C/Nc1ccc(Cl)cc1)=C(C#N)C#N,-9%,13%,28%,-8%,7,-7%,-2,4%
CC(C)(C)NS(=O)(=O)c1ccc(OCC(=O)NCC2CCCO2)cc1 (stereo unspecified),-16%,3%,5%,-6%,-10,12%,-12,-1%
O=C(C[C@H]1C[C@@H]2c3cc(NC(=O)c4ccc5c(c4)OCO5)ccc3O[C@@H]2[C@H](CO)O1)NCc1cc(F)ccc1F,21%,-5%,5%,-5%,-23,30%,-2,0%
CCOC(=O)c1cnc2c(-c3cccc(Br)c3)cnn2c1C,11%,0%,5%,17%,10,-11%,-1,-1%
C=CCSc1nc(-c2ccc3c(c2)OCO3)cc(C(F)(F)F)c1C#N,6%,3%,6%,18%,-7,·,3,-12%
O=S(=O)(c1ccc(F)cc1)N1CCc2ccccc2C1,13%,3%,7%,15%,-18,-4%,-7,9%
CCC(=O)Nc1sc2c(c1C#N)CC(C)(CC)OC2 (stereo unspecified),11µM*,-5%,9%,4%,41,-4%,3,·
CCCc1cc(=O)n2[nH]c(NCc3ccccc3OC)nc2n1,-16%,·,·,-20%,·,-12%,8,·
COC(=O)COc1ccc(-c2nnc(Nc3ccc(O)cc3)c3ccccc23)cc1,-18%,·,·,-19%,·,11%,-13,·
CC1C(=O)NC(=O)C1c1ccccc1 (stereo unspecified),13%,2%,2%,12%,9,-29%,7,-1%
CSc1ncccc1-c1nc2ccccc2[nH]1,-1%,6%,3%,-2%,5,-10%,1,-17%
COc1cccc(C2CC(=O)N3CN(C4CCCCC4)CSC3=C2C#N)c1 (stereo unspecified),5%,·,·,12%,·,34%,0,·
Cc1cccc(C(=O)Nc2cccc(C(=O)N/N=C/c3ccc4c(c3)OCO4)c2)c1,3%,4%,9%,-13%,-10,-22%,0,-5%
Cc1c(C(=O)NCCCN2CCOCC2)oc2c1C1(CCC2)SCCS1,-10%,6%,-8%,-1%,-27,34%,-6,0%
CCC1CCC/C1=N\NC(=O)c1cc(C)[nH]n1 (stereo unspecified),-6%,6%,7%,14%,2,-6%,4,0%
CC[C@]12c3[nH]c4ccc(OC)cc4c3CCN1C(=O)C(CC(=O)NCc1ccco1)C[C@@H]2C(=O)N1CCN(C(=O)c2ccco2)CC1 (stereo partly specified),10%,4%,-2%,10%,-9,15%,1,-3%
Cn1cc(CN2CCC(C(=O)Nc3cccc(-c4cccc(F)c4)c3)CC2)cn1,8%,0%,-1%,3%,-10,10%,-5,0%
COc1ccc(-c2nnc(SCC(C)C)o2)cc1,30%,?,8%,8%,7,15%,1,5%
CCN1CCCC1CNC(=O)C(=O)NCc1ccccc1 (stereo unspecified),5%,-1%,-2%,7%,9,-9%,3,-1%
COC(=O)c1n[nH]n(-c2ccccc2)c1=O,12%,·,·,-6%,·,-18%,-7,-1%
CCOC(=O)C1CCN(C(=O)CN2C(=O)COc3ccc(C(C)(C)C)cc32)CC1,16%,-8%,5%,6%,-8,6%,4,15%
COc1ccc(NC(=O)C(C)Oc2ccc(/C(C)=N\O)cc2)cc1 (stereo unspecified),6%,11%,5%,-2%,18,13%,3,-2%
O=C(COC(=O)c1ccc(O)cc1O)Nc1ccc2c(c1)OCCO2,16%,2%,4%,-5%,19,-1%,2,3%
CCC(C)n1ncn(-c2ccc(N3CCN(c4ccc(OC)cc4)CC3)cc2)c1=O (stereo unspecified),17%,-2%,1%,4%,-7,·,18,1%
COc1ccccc1Cc1c(-c2ccc(Cl)cc2)nc2c(C)cc(Br)cn12,25µM*,2%,4%,-7%,?,?,-8,-10%
COc1ccc(Nc2cc(C(=O)NC3CCCC3)c3ccccc3n2)c(OC)c1,0%&23%,12%,-6%,1%&-5%,10,9%&-15%,3&1,-1%
CC(=O)Nc1cccc(-c2cn3ccc(C)cc3n2)c1,2%,1%,4%,-19%,-1,-11%,11,-5%
O=C(NC(=S)NCc1ccco1)c1ccccc1,14%,6%,-4%,-4%,2,1%,8,10%
O=C(Nc1ccc2c(c1)OCO2)C1CCCN1C(=O)OCc1ccccc1 (stereo unspecified),-25%,-1%,8%,16%,-4,-7%,12,-4%
O=C(CN1CCOCC1)Nc1ccc(N2CCN(c3ccccc3)CC2)c(F)c1,-50%[inhibitor],31%[activator],8%,0%,-4,0%,6,13%
CCOC(=O)CCNC(=O)N1CCCC(CCC(=O)N(C)CCc2ccccn2)C1 (stereo unspecified),10%,8%,5%,2%,1,-29%,-1,-5%
CCCn1c(N)c(N2CCCCC2)c(=O)n(CC(=O)Nc2ccccc2C)c1=O,1%,3%,9%,13%,9,-3%,1,0%
CC(=O)N1CCN(CC(=O)Nc2ccccc2C(=O)Nc2ccccc2)CC1,17%,4%,0%,-2%,16,1%,7,1%
CCCCCn1c(=O)c(C(=O)OCC)c(Cl)c2ccccc21,-9%,-22%,-4%,-10%,7,9%,12,6%
CN(C)N1C(N)=C(C#N)C(c2ccccc2Cl)C2=C1CCCC2=O (stereo unspecified),17%,-4%,1%,-8%,19,13%,17,-7%

# One compound at a time, as listed above. Order of screens: TDP-43 yeast inh | EPAC2 antag | EPAC2 ag | Abeta yeast res | D3 antag | FUS yeast rescue | D3 ag | aSyn yeast inh
# C=CCSc1nc(-c2ccc3c(c2)OCO3)cc(C(F)(F)F)c1C#N is listed as 6% | 3% | 6% | 18% | -7 | · | 3 | -12%
# COc1ccccc1N1CCN(C2CCCN(C(=O)CCN3CCCCO3)C2)CC1 (stereo unspecified) is listed as 1% | -2% | 4% | -3% | -17 | 0% | -16 | 4%
# COc1ccc(NC(=O)C(C)Oc2ccc(/C(C)=N\O)cc2)cc1 (stereo unspecified) is listed as 6% | 11% | 5% | -2% | 18 | 13% | 3 | -2%
# OC(CSc1ccccc1Cl)CN1CCN(c2ccccc2F)CC1 (stereo unspecified) is listed as -18% | -9% | 3% | ? | -67* | 5% | 1 | 3%

# Further records follow.
SMILES,TDP-43 yeast inh,EPAC2 antag,EPAC2 ag,Abeta yeast res,D3 antag,FUS yeast rescue,D3 ag,aSyn yeast inh
CCNc1nc(SC(C(C)=O)C(C)=O)nc(N(C)C)n1,-10%,-7%[57.1 µM],12%,29%,29,-10%,-5,0%
O=C(Nc1scc(-c2ccccc2)c1C(=O)O)c1ccccc1F,-48%[inhibitor],7%,8%,1%,-20,-1%,-12,2%
COc1cc(/C(C)=N/NC(=O)c2nnn(-c3nonc3N)c2-c2cccs2)ccc1O,1%,6%,16%,0%,-10,-13%,-1,1%
CCOC(=O)N1CCN(S(=O)(=O)c2ccc(C(=O)N(CCCN(C)C)c3nc4c(F)cc(F)cc4s3)cc2)CC1,-15%,-5%,-3%,-6%,13,9%,-5,7%
CC(C)c1ccc(N(C(=O)c2csnn2)C(C(=O)NC(C)(C)C)c2cccnc2)cc1 (stereo unspecified),6%,-6%,3%,1%,6,-12%,-4,0%
CN1CCN(C(=O)CN(C)S(=O)(=O)c2ccc(F)cc2)CC1,-9%,5%,1%,-5%,7,-6%,-9,2%
Cc1ccc(CC(=O)N2CCN(c3ccccn3)CC2)cc1,0%,0%,9%,-13%,4,3%,2,2%
O=C(CCN1CCCCCC1)Nc1ccccc1F,6%,3%,3%,-10%,-17,-8%,-14,-1%
CCOC(=O)c1nc(C)n(-c2ccc(Cl)cc2Cl)n1,1%,13%,-1%,?,15,10%,-3,-8%
CCOc1ccc(NC(=O)CN(C)C(=O)C2=COCCO2)cc1OCC,-16%,0%,10%,3%,-3,13%,-11,1%
COc1ccc(-c2cc3cc(OC)c(OC)cc3c(C)n2)cc1C,-15%,-14%,-5%,1%,25,11%,-10,-7%
Cc1cccc(C(=O)n2nc(-c3cccnc3)nc2NCc2ccc(F)cc2)c1,3%,·,·,7%,·,25%,-14,·
O=C(c1ccc(S(=O)(=O)Nc2ccccc2Cl)cc1)N1CCCC1,3%,-1%,-2%,5%,1,18%,-9,8%[1.84 µM]
Cc1cc(C)cc(N(C(=O)C(F)(F)F)C(C(=O)NC2CCCCC2)c2cccs2)c1 (stereo unspecified),-17%,4%,4%,9%,17,-11%,7,1%
CCN(CC)CCCNC(=O)c1c(O)c2cc(F)cc3c2n(c1=O)C(C)CC3 (stereo unspecified),-7%,-2%,-4%,-22%,-15,17%,-2,10%
COc1ccc(N2CCC(CNC(=S)Nc3c(C)cc(C)cc3C)C2)cc1 (stereo unspecified),?,-13%,8%,?,0,43%,0,-16%

# Screens deposited in PubChem BioAssay by National Center for Advancing Translational Sciences (NCATS).
